Dengue virus CPE: antivirals protecting cells from dengue CPE – CPE readout, HTS (AID 540333) | 10,000 tested, 3.1% active | CPE inhibition, % at 20 µM | Dengue virus CPE inhibition in host cells; stronger effect = higher value; in the data active = CPE inhibition mostly above about 9.1%, no sharp cut-off; inactive = mostly below about 7.2%
* = called active by the depositor; i = inactive. Not all compounds are listed; rates above refer to the full screens.

Structure | Dengue virus CPE
Cc1ccc(C(=O)NCC2CCCO2)cc1[N+](=O)[O-] (stereo unspecified) | i
O=C(c1ccc(-c2cc3ccccc3oc2=O)cc1)N1CCN(c2ccc(Cl)cc2[N+](=O)[O-])CC1 | 0.1
COc1ccc(C(=O)N(CC2CCCO2)C(C(=O)NCCC(C)C)c2ccc(C)cc2)cc1OC (stereo unspecified) | i
Cc1ccccc1C(=O)NCCCc1ccccc1 | i
O=C(NCc1cccc(Cl)c1)c1ccc2nc[nH]c2c1 | 0.0
Cc1cnc(C(=O)Nc2cccc(S(=O)(=O)N(C)C)c2)cn1 | 0.6
COCCN(C(=S)Nc1ccc(OC)cc1)C1CCN(C(C)=O)CC1 | i
COC(=O)c1ccc(C(C(=O)NC2CCCCC2)N(CCc2ccccc2)C(=O)Cc2cccs2)cc1 (stereo unspecified) | 2.6
COC(=O)c1ccccc1NC(=S)N(Cc1ccc2c(c1)OCO2)Cc1cc2ccc(C)cc2[nH]c1=O | 33*
O=C(O)c1ccc2c(c1)C(=O)/C(=C/c1ccccc1)C2=O | i
COc1ccc(Br)cc1S(=O)(=O)NCc1ccccc1 | 1.1
CCOC(=O)c1c(C)[nH]c(C)c1C(=O)CSc1nc2ccccc2c(=O)n1-c1ccccc1C | 1.8
CC(=O)NC1C(OCc2ccccc2)OC(CO)C(OC(C)=O)C1OC(C)=O (stereo unspecified) | 2.7
Cc1scc(C(=O)NNC(=S)NC(C)c2ccccc2)c1C (stereo unspecified) | 0.8
CCCC(=O)Nc1ccc(-c2ccc(NC(=O)CCC)cc2)cc1 | 0.2
CC1(Br)C2CCCC1C2S(=O)(=O)c1ccccc1 (stereo unspecified) | 0.7
Cc1nn(CC(=O)NCc2ccc(-n3cccn3)cc2)c(C)c1[N+](=O)[O-] | 0.5
CCSc1nnc(NC(=O)C2Cc3ccccc3CN2S(=O)(=O)CC)s1 (stereo unspecified) | 0.5
CC1=C(C(=O)Nc2cccc(F)c2)C(c2ccsc2)C2=C(CC(C)(C)CC2=O)N1 (stereo unspecified) | 1.0
CON1C(=O)C(=O)N(OC)C2CCCCCC21 (stereo unspecified) | 0.8
CCCC/C=C/C(NC(=O)CCc1ccccc1)c1ccccc1 (stereo unspecified) | 6.8
O=C(CCc1ccccc1)NNC(=O)c1ccccc1Br | 0.0
COc1ccc(/C(C)=N\NC(=O)CSc2nnc(C)s2)cc1 | i
Cc1ccc(C)c(C(=O)COc2ccccc2[N+](=O)[O-])c1 | i
Cc1ccc(/C=C/C(=O)NCCCN2CCN(CCCNC(=O)/C=C/c3ccc(C)o3)CC2)o1 | 0.0
Cc1noc(NS(=O)(=O)c2ccc(NC(=O)C34CC5CC(C3)CC(n3cnc(Cl)n3)(C5)C4)cc2)c1C | 0.3
O=C(Nc1nnc(-c2ccncc2)o1)C1CCCCC1 | 0.1
COc1ccc(NC(=O)C(NC(=O)c2ccc(=O)[nH]c2)c2ccccc2)cc1 (stereo unspecified) | i
O=C(Nc1cccc(-c2cn3ccccc3n2)c1)c1cccs1 | 0.2
Cc1ccc(OCCN(C)C)c([N+](=O)[O-])c1 | 1.0
CC(Nc1cc(N2CCNCC2)ccc1[N+](=O)[O-])c1ccccc1 (stereo unspecified) | 0.9
O=C(NC1CC1)C1Nc2ccc(OC(F)(F)F)cc2C2C=CCC12 (stereo unspecified) | 0.1
Cc1ccc(NC(=O)C2(c3ccccc3)CCOCC2)c([N+](=O)[O-])c1 | 1.0
COc1ccc(CCC(=O)NCCCNC(=O)CCc2ccc(OC)cc2)cc1 | i
CCc1cccc(CC)c1NC(=O)COC(=O)c1ccccc1-c1nc2ccccc2s1 | 2.6
CC(C)(C)c1ccc(NC(=O)COC(=O)CCc2nc3ccccc3c(=O)[nH]2)cc1 | 0.2
CCOc1ccc2nc(/N=C/c3nc(-c4ccccc4)oc3O)sc2c1 | 1.3
O=C(Nc1ncc(S(=O)(=O)c2ccc([N+](=O)[O-])cc2)s1)c1ccc2ccccc2c1 | 5.4
CC(C)CNC(=O)C1Nc2ccc(OC(F)(F)F)cc2C2C=CCC12 (stereo unspecified) | i
O=C(N/C(=C/c1cccnc1)C(=O)N1CCOCC1)c1ccco1 | 0.3
Cc1ccc(NC(=O)c2ccccc2NC(=O)Cc2ccccc2)cc1 | i
COc1cc(/C=N/n2c(C)n[nH]c2=S)ccc1OCc1ccc(F)cc1 | i
CCOC(=O)COc1ccc(Br)cc1/C=C\c1[nH]c(=O)[nH]c(=O)c1[N+](=O)[O-] | 2.3
Cc1cc2c(=O)[nH]c(Cc3ccccc3)nc2s1 | i
O=C(NCc1ccccn1)C1CCN(Cc2cccc(OCc3ccccc3)c2)CC1 | i
CCC(OCC(O)CN1CCN(CCN2C(=O)c3cccc4cccc(c34)C2=O)CC1)c1ccccc1 (stereo unspecified) | i
O=C(NNc1ccccc1)C(=O)N1CCCCC1 | i
CCOc1cc(/C=N/Nc2ncnc(Cl)c2N)ccc1O | 0.4
O=C(N/N=C/c1ccccn1)c1cc(-c2ccncc2)nc2ccccc12 | 0.0
O=C(NCCc1nc2ccccc2[nH]1)/C(=C/c1ccc2c(c1)OCO2)NC(=O)c1ccccc1 | i
Cc1ccc2c(Cl)cc(Cl)c(OCC(=O)Nc3cccc(S(N)(=O)=O)c3)c2n1 | 1.2
O=C(NC(NCc1cccnc1)C(Cl)(Cl)Cl)c1cccc2ccccc12 (stereo unspecified) | 3.4
CCCOc1ccc(-c2c(C(=O)N/N=C/c3ccc(OCC)cc3)nnn2-c2nonc2N)cc1 | i
Cc1ccc2nc(SCc3cn4cccnc4n3)[nH]c2c1 | 0.2
Cc1nc2nc(SCC(=O)c3cccc([N+](=O)[O-])c3)[nH]c2cc1Br | i
O=C(CCn1c2c(c3ccccc31)CCCC2)NNC(=O)c1ccc(Cl)c([N+](=O)[O-])c1 | 0.8
CCOc1ccc(NS(=O)(=O)c2cc(NC(=O)c3cccc(C)c3)ccc2Cl)cc1 | 7.7
COCCCNC(=S)Nc1ccc2c(c1)OCCO2 | 0.1
CC(=O)c1ccn(S(=O)(=O)c2ccccc2)c1 | 0.0
COc1cccc(C(=O)COc2ccccc2N2C(=O)C3C4C=CC(C4)C3C2=O)c1 (stereo unspecified) | 0.5

The list goes on:
Structure | Dengue virus CPE
COC(=O)N1[C@H](C)C=C[C@]1(Cc1ccccc1)C(=O)NCCCNc1ncc(C(F)(F)F)cc1Cl | 9.4*
Cc1ccc(-c2cc(C(F)(F)F)c(C#N)c(=O)[nH]2)cc1 | 0.3
COc1ccc2c(c1)c1nc3ccccc3nc1n2CCCN1C(=O)c2ccccc2C1=O | 2.8
CCCCN1C(=O)c2ccc(C(=O)NCCN3C(=O)S/C(=C\c4cccnc4)C3=O)cc2C1=O | 0.3
NNC(=O)C12CC3CC(C1)CC(n1ncnn1)(C3)C2 | 0.5
Cc1ccc(-n2[nH]c(C)c(/C=N/Nc3ccc([N+](=O)[O-])cc3[N+](=O)[O-])c2=O)cc1 | 11
Cc1ccc(/C=N/n2c(-c3ccco3)n[nH]c2=S)s1 | i
CC1(C)CC(C)(O)N(Cc2ccccc2)C(=S)N1 (stereo unspecified) | 0.9
COc1cccc(C(=O)N/N=c2\sc3ccccc3n2C)c1 | 0.5
CCNC(=O)C12CCC(C)(C(=O)C1Br)C2(C)C (stereo unspecified) | 0.0
C=CCOC(=O)C1=C(C)NC(SCC(N)=O)=C(C#N)C1c1cccs1 (stereo unspecified) | 0.3
O=C(CN1C(=O)/C(=C\c2cccc(F)c2)Oc2ccccc21)N1CCN(c2ccccn2)CC1 | 0.9
Cc1ccc(C(=O)n2nnc3ccccc32)cc1[N+](=O)[O-] | i
CCC(=O)N(Cc1ccco1)C1CC(=O)N(c2ccccc2)C1=O (stereo unspecified) | 0.1
CC(=O)Nc1cccc(NC(=O)CSc2nc3ccccc3o2)c1 | i
CCCCn1c(=N)n(CCOc2ccc(C)cc2)c2ccccc21 | i
Cc1cc(C)c(C(=O)COC(=O)c2cccc(S(=O)(=O)NCc3ccccc3)c2)cc1C | 4.9
N#Cc1c(NC(=O)c2cnccn2)sc2c1CCCC2 | 0.3
CCOc1ccc(C(c2c(C)[nH][nH]c2=O)c2c(C)[nH][nH]c2=O)cc1OCC | 0.7
Cc1nc(SC(C(=O)c2ccccc2)c2ccccc2)nc2ccccc12 (stereo unspecified) | 5.0
CCOC(=O)c1c(NC(=S)NC(C)=O)sc(C)c1C | i
CCN(CC)S(=O)(=O)c1cccc(C(=O)N/N=C/c2cc(OC)c(O)c(OC)c2)c1 | 0.7
COC(=O)c1ccc(CNC(=O)COC(=O)CC23CC4CC(CC(Br)(C4)C2)C3)cc1 | i
c1ccc(CSc2ncnc3c2cnn3-c2ccccc2)cc1 | 0.5
O=C(CSCc1ccc([N+](=O)[O-])cc1)NC1CC2CCC1C2 (stereo unspecified) | 0.2
CCOc1ccc(N2C(=O)C3Sc4[nH]c(=O)sc4C(/C=C/c4ccccc4)C3C2=O)cc1 (stereo unspecified) | i
CC(=O)Nc1ccc(OCC(O)CN2C(C)(C)CC(O)CC2(C)C)cc1 (stereo unspecified) | 0.2
CCN(Cc1ccccc1)c1ccc(/C=N/NS(=O)(=O)c2cccc([N+](=O)[O-])c2)cc1 | 2.2
CC/C(=N/NS(=O)(=O)c1ccc(Cl)cc1)c1ccc(O)cc1 | 0.3
O=[N+]([O-])c1c(NCCCO)cc(N2CCN(Cc3ccc4c(c3)OCO4)CC2)c2nonc12 | i
CCO[C@@H]1OC(C(=O)Nc2ccccc2)=C[C@H](C)[C@H]1CCCO | 0.6
CCN(CC(=O)NC1CCS(=O)(=O)C1)S(=O)(=O)c1ccc(F)cc1 (stereo unspecified) | 0.2
Cc1ccc(N2C(=O)[C@@H]3C(C(=O)C(c4ccccc4)c4ccccc4)=NN[C@@H]3C2=O)cc1 | 0.4
CCOC(=O)c1cc(-c2ccccc2)sc1NC(=O)C(C)C | 0.6
COc1ccc(NC(=O)CC2C(=O)OCC3CCCCN32)cc1Cl (stereo unspecified) | 1.0
CCN(CC)CCN1C(=O)C(=O)/C(=C(/O)c2ccc(F)cc2)C1c1ccncc1 (stereo unspecified) | 0.2

Compounds from the list above containing a cyano group, in the order listed:
Structure | Dengue virus CPE
Cc1ccc(-c2cc(C(F)(F)F)c(C#N)c(=O)[nH]2)cc1 | 0.3
C=CCOC(=O)C1=C(C)NC(SCC(N)=O)=C(C#N)C1c1cccs1 (stereo unspecified) | 0.3
N#Cc1c(NC(=O)c2cnccn2)sc2c1CCCC2 | 0.3

Later entries.
Structure | Dengue virus CPE
O=C(NCc1cccs1)c1ccc(Br)o1 | 0.5
CC(C)CC(=O)NC(=S)Nc1ccc(NC(=O)c2ccco2)cc1 | 1.1
Cc1ccc(OCC(=O)Nc2ccc([N+](=O)[O-])cc2)cc1 | i
Cc1ccc(CCc2nnc(SCC(=O)Nc3ccccc3Cl)n2-c2ccccc2)o1 | 0.9
CCOC(=O)/C=c1\s/c(=C\c2ccc(-c3ccccc3)cc2)c(=O)n1CC(=O)NCc1ccc2c(c1)OCO2 | i
COc1ccc(OC)c(NC(=O)c2cccc(Cn3cc(Br)c([N+](=O)[O-])n3)c2)c1 | 0.3
Cc1ccoc1C(=O)NCCNc1ccc(Cl)cc1[N+](=O)[O-] | i
O=C(COC(=O)C12CC3CC(CC(C3)C1)C2)Nc1ccc([N+](=O)[O-])cc1Cl | 2.0
COc1cc(C(=O)NC(=S)NC(C)C)cc(OC)c1OC | i
O=C(N/N=C/c1coc2ccccc2c1=O)c1cn(-c2ccccc2)nc1-c1ccccc1 | 4.3
CCOc1cc(/C=C/c2ccc3cccc([N+](=O)[O-])c3n2)cc(Cl)c1O | 0.9
S=c1[nH]nc(-c2ccc3ccccc3n2)n1-c1ccccc1Cl | i

Shown field by field: 3 of the compounds above.
O=C(COC(=O)C12CC3CC(CC(C3)C1)C2)Nc1ccc([N+](=O)[O-])cc1Cl
  Dengue virus CPE = 2.0
CC/C(=N/NS(=O)(=O)c1ccc(Cl)cc1)c1ccc(O)cc1
  Dengue virus CPE = 0.3
CC1=C(C(=O)Nc2cccc(F)c2)C(c2ccsc2)C2=C(CC(C)(C)CC2=O)N1 (stereo unspecified)
  Dengue virus CPE = 1.0

The list continues:
Structure | Dengue virus CPE
CCNC(=S)NNC(=O)c1cc(Br)cs1 | 0.2
COc1ccc(-c2nsc(SCC(=O)NCc3ccc4c(c3)OCO4)n2)cc1 | 10
N#Cc1ccc(N/N=C/c2cn(-c3ccccc3)nc2-c2ccccc2)c([N+](=O)[O-])c1 | i
Cc1ccc(Sc2ncccc2C(=O)O)cc1C | i
O=C1CCC([N+](=O)[O-])C(c2cccc(Br)c2)N1 (stereo unspecified) | 1.3
CC(Sc1nc(N)cc(=O)[nH]1)C(=O)Nc1cccc(Cl)c1 (stereo unspecified) | i
CC/C=C(\NC(C)=O)c1ccccc1 | 0.4
O=C(NC1CCCCCCC1)C1c2ccccc2C(=O)N1Cc1cccs1 (stereo unspecified) | 3.9
CC(=O)Nc1ccc(Nc2nc(C)c([N+](=O)[O-])c(Nc3ccc(NC(C)=O)cc3)n2)cc1 | i
COc1ccc(/C=N/Nc2nc(N3CCCCC3)nc(N3CCCCC3)n2)cc1[N+](=O)[O-] | 5.0
CCC(=O)N/N=C/c1ccc(OS(=O)(=O)c2ccccc2)cc1 | i
O=C(CN1CCN(Cc2ccc(Cl)cc2)CC1)N/N=C/C=C/c1ccccc1[N+](=O)[O-] | 3.5
COc1cccc(CN2CCC(N(CCc3ccccc3)Cc3ccccc3)CC2)c1OC | i
COc1cc(/C=C/C(=O)OCC(=O)NC2CCS(=O)(=O)C2)ccc1O (stereo unspecified) | i
CCn1c(/C=N/NC(=O)c2ccc(OC)cc2)nc2ccccc21 | 1.3
NC(=O)CC(NC(=O)Cc1ccc(Br)cc1)c1ccc(NC2CC3CCC2C3)c([N+](=O)[O-])c1 (stereo unspecified) | i

Screens: PubChem BioAssay, Southern Research Specialized Biocontainment Screening Center
